High-throughput results (PubChem BioAssay)
Large T inhibition – SV40 large T antigen inhibitors, biochemical (AID 1903) | SV40 large T antigen ATPase/helicase inhibition assay; higher % means a stronger effect | one-dose inhibition, % at 20 µM; IC50 in µM for titrated hits | hit rate 0.39% among 310,000; in the data active = a potency from the dose series; note: strong numbers were not always called active
NTR1 agonist – agonists of NTR1, primary screen, imaging, U2OS cells, beta-arrestin-GFP, high content (AID 493036). activation, % at 20 µM. NTR1-U2OS beta-arrestin-GFP spot imaging, agonist mode. P30989. hit rate 0.17% among 330,000;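 active = activation at or above 40% of the spot to cytoplasm intensity ratio, with at least 20 cells analyzed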;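 note: 0% = DMSO without peptide and 100% = 100 nM NTR1 peptide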
Target sequence (P30989 whole entry, looked up): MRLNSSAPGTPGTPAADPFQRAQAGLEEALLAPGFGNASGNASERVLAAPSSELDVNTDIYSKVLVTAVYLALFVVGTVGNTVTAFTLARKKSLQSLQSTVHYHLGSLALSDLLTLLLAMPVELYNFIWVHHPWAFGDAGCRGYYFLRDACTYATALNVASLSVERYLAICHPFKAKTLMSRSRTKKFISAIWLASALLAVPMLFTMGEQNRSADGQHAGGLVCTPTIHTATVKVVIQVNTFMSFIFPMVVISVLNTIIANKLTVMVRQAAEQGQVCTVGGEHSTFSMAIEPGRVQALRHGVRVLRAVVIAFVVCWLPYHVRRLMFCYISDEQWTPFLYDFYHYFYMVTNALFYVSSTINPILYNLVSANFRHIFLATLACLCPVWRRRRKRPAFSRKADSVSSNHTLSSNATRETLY
T cell modulator – T cell immune modulators affecting CD8 T cell-vesicle binding; 2C CD8+ T cell-vesicle binding, flow cytometry; stronger effect = lower value; calls only at 7 µM; hit rate 0.068% among 330,000; AID 2052;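 active = response, share of CD8 T cells binding vesicles, and their 90th percentile fluorescence all below set limits, cut at about 80% in these data, passing the limit was not always enough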
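Also added: QL9-peptide-loaded Drosophila micro-vesicles bearing Ld, ICAM-1 and B7-1; Test system: purified 2C TCR transgenic mouse naive CD8+ T cells; Measured by: cytometric PE anti-B7-1 and Alexa647 anti-CD8 signals after 1% paraformaldehyde fixation; Timing: binding step 1.5 h, 37 °C, antibody labelling 20 min, ice.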
Rac1 GTP hydrolysis – MgcRacGAP GTPase-activating activity inhibitors, confirmation, biochemical, ADP Hunter fluorescence; AID 624330; hit rate 0.6% among 340,000; inhibition, % at 30 µM, or IC50 in µM where a hit was titrated; MgcRacGAP-stimulated Rac1 GTP hydrolysis, ADP Hunter fluorescence; higher % means a stronger effect; GST-tagged Rac1 F28L mutant substrate;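 active = first-screen hits whose inhibition reached a set limit at any dose in the follow-up dose series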;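 note: fluorescence reports GDP produced by GAP-driven GTP hydrolysis; strong numbers were not always called active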
Lipid droplet – hepatic lipid droplet formation modulation; AML12 mouse hepatocytes, oleate lipid droplets, BODIPY imaging; inhibition, % at 6.5 µM; hit rate 0.4% among 240,000; AID 1656;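 active = lipid droplet intensity inhibited by at least 50%, with more than 500 cells counted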
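Assay system: AML12 mouse liver cells | Compound: 6.5 µM single-point dosing | Schedule: Overnight exposure | Technique: Fluorescence imaging, 20x objective, two fields per well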
GPR35 arrestin U2OS – inhibition of zaprinast-stimulated GPR35 beta-arrestin translocation – imaging, U2OS, beta-arrestin-GFP, zaprinast agonist, primary screen (AID 2058). U2OS GPR35 beta-arrestin-GFP translocation imaging, zaprinast antagonism; higher % means a stronger effect. inhibition, % at 10 µM; hits with a dose series show IC50 in µM. hit rate 0.052% among 290,000;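 active = inhibition of at least 50% with at least 30 cells and total cytoplasm GFP at most 10,000,000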
LYP phosphatase – PTPN22 lymphoid phosphatase activity blockers – biochemical, fluorescence intensity, uHTS (AID 1779) | hit rate 0.054% among 290,000 | recombinant LYP phosphatase, fluorescence intensity; higher % means a stronger effect | inhibition, % at 11.5 µM; hits with a dose series show IC50 in µM; in the data active = inhibition above about 50%;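 note: plate controls were vehicle with enzyme for no effect and no enzyme for full effect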
GPR55 beta-arrestin – selective activators of receptor GPR55 – imaging, U2OS cells, beta-arrestin-GFP redistribution, primary screen (AID 1961) | U2OS GPR55 beta-arrestin-GFP redistribution imaging; higher % means a stronger effect | one-dose activation, % at 10 µM; EC50 in µM for titrated hits | hit rate 0.048% among 290,000;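 active = activation above 40% with more than 50 cells counted in the well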;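 note: U2OS osteosarcoma cells stably expressing GPR55 and beta-arrestin-GFP; plate controls were DMSO negative control for no effect and LPI positive control for full effect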
GPR55 LPI antagonism – inhibition of LPI-stimulated GPR55 beta-arrestin translocation – imaging, U2OS, beta-arrestin-GFP, LPI agonist, primary screen (AID 2013) | U2OS GPR55 beta-arrestin-GFP translocation imaging, LPI antagonism; higher % means a stronger effect | one-dose inhibition, % at 10 µM; IC50 in µM for titrated hits | hit rate 0.13% among 290,000;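 active = spots per cell inhibited over 60%, with over 100 cells counted and total cytoplasm intensity under 500,000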;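 note: U2OS cells stably carrying GPR55 and arrestin-GFP stimulated by 5 µM LPI near EC80; imaged beta-arrestin-GFP aggregate spots per cell after agonist stimulation; plate controls were LPI-stimulated DMSO wells for no effect and DMSO wells without LPI for full effect; some results filed as inactive read as strong as hits; confirmed hits need IC50 under 10 µM and bright autofluorescent wells are also inconclusive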
Lipid droplet cells 6.5 µM – recorded beside Lipid droplet, whose call it bears; cell count; measured here: cell count, cytotoxicity flag;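 cells counted across two imaged fields per well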
T cell modulator vesicle-bound % – further read-out of T cell modulator, marked with its call; double positive events, %; measured here: CD8+ vesicle-bound cell fraction;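 binding gate set so that unloaded-vesicle control wells show 10% double positive cells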
NTR1 agonist cell count 20 µM – recorded beside NTR1 agonist, whose call it bears; cell count; measured here: cell count, cytotoxicity flag
* marks the source's active call; other numbers are inactive results; i = inactive; . = not tested or not shown.

Results follow in this order: Large T inhibition	NTR1 agonist	NTR1 agonist cell count 20 µM	T cell modulator	T cell modulator vesicle-bound %	Rac1 GTP hydrolysis	Lipid droplet	Lipid droplet cells 6.5 µM	GPR35 arrestin U2OS	LYP phosphatase	GPR55 beta-arrestin	GPR55 LPI antagonism
- O=C1NCC(=O)N2C(c3ccccc3)c3[nH]c4ccccc4c3C[C@@H]12 (some centres undefined)
  3%	0.4	78	i	45	7%	3	867	6%	-6%	0.0%	-2%
- Cc1ccc(S(=O)(=O)N(CC2CO2)c2cccc([N+](=O)[O-])c2)cc1 (centres undefined)
  5%	3.2	42	i	24	-11%	-2	825	3%	-7%	-0.2%	29%
- O=C(/C=C1\NC2(CCCC2)Cc2ccccc21)C(=O)N/N=C/c1ccccc1O
  3%	1.5	78	i	2	-14%	-1	603	-3%	1%	1.0%	1%
- Cc1cc2c(ncn2Cc2ccccc2)c(NS(C)(=O)=O)c1C
  3%	-2.3	94	i	57	0%	-3	610	42%	-10%	0.1%	-22%
- CCOc1ncccc1C(=O)NNC(=O)c1cccc(S(=O)(=O)Nc2ccccc2OC)c1
  15%	-1.0	58	i	40	4%	.	.	.	.	.	.
- COc1ccsc1C(=O)N1CCN(Cc2ccc3c(c2)OCO3)CC1
  6%	-5.5	80	i	22	2%	17	816	-22%	-6%	-0.2%	15%
- O=C(Nc1ccc(Cl)cc1)Nc1ccc(-c2cnco2)cc1
  3%	3.1	88	i	14	14%	7	823	-18%	-14%	0.6%	12%
- CCOc1ccc(OCC)c(S(=O)(=O)NCCCN2CCOCC2)c1
  21%	2.2	51	i	11	2%	0	695	14%	-6%	-0.3%	6%
- CCOc1ccc(Nc2ccnc3cc(Cl)ccc23)cc1
  14%	6.1	64	i	19	7%	-1	657	-8%	-6%	-0.1%	10%
- CCN(CC(=O)Nc1c(F)cccc1F)C(=O)CNC(=O)c1ccc(C)s1
  0%	-0.8	50	i	58	2%	-18	678	4%	-6%	0.4%	-14%
- CCn1nccc1C(=O)Nc1ccc(Cl)cc1Cl
  5%	0.9	56	i	37	3%	-2	616	5%	-6%	-0.3%	-1%
- C=CCOC(=O)/C(=C/c1cccc2ccccc12)NC(=O)c1ccccc1
  6%	1.0	36	i	50	-12%	38	559	12%	2%	-0.4%	12%
- Cc1cc(C)cc(NC(=O)CN2CCC(NC(=O)c3ccccc3F)CC2)c1
  6%	-0.6	67	i	42	19%	.	.	5%	-5%	-0.1%	10%
- CCOC(=O)CCCNC(=O)CSc1nnc(-c2ccccc2)c(-c2ccccc2)n1
  9%	1.1	49	i	26	3%	-4	797	14%	-10%	-0.1%	-2%
- COc1ccc(NC(=O)C2CCN(S(=O)(=O)c3ccccc3)CC2)cc1
  3%	0.0	65	i	16	-6%	-8	813	6%	-6%	-0.1%	-2%
- CC(=O)OC1CCC2(C)C(COc3ccc4ccc(=O)oc4c3)C(C)(O)CCC2C1(C)C (centres undefined)
  1%	4.2	49	i	47	0%	.	.	5%	0%	0.0%	-4%
- CC(C)c1ccc(NC(=S)Nc2ccc3cn[nH]c3c2)cc1
  -1%	2.5	60	i	26	3%	-16	651	5%	-8%	2.1%	-6%
- CCc1ccccc1NNC(=O)c1cc(C)on1
  9%	-0.6	44	i	30	12%	-2	663	2%	3%	-0.2%	14%
- Cc1cc(Cl)cc(Br)c1OCCCNCC(C)O (centres undefined)
  6%	3.1	61	i	43	8%	4	681	9%	-8%	-0.1%	-14%
- CCC1=[N+]([O-])C(C)(/C(C)=N\O)N(O)C1(C)C (centres undefined)
  10%	-0.4	80	i	11	10%	24	627	-1%	-5%	0.5%	4%

Entries of single compounds, looked up by structure.
Shown for CCOC(=O)CCCNC(=O)CSc1nnc(-c2ccccc2)c(-c2ccccc2)n1 → Large T inhibition: 9%; NTR1 agonist: 1.1; NTR1 agonist cell count 20 µM: 49; T cell modulator: i; T cell modulator vesicle-bound %: 26; Rac1 GTP hydrolysis: 3%; Lipid droplet: -4; Lipid droplet cells 6.5 µM: 797; GPR35 arrestin U2OS: 14%; LYP phosphatase: -10%; GPR55 beta-arrestin: -0.1%; GPR55 LPI antagonism: -2%
Shown for CCc1ccccc1NNC(=O)c1cc(C)on1 → Large T inhibition: 9%; NTR1 agonist: -0.6; NTR1 agonist cell count 20 µM: 44; T cell modulator: i; T cell modulator vesicle-bound %: 30; Rac1 GTP hydrolysis: 12%; Lipid droplet: -2; Lipid droplet cells 6.5 µM: 663; GPR35 arrestin U2OS: 2%; LYP phosphatase: 3%; GPR55 beta-arrestin: -0.2%; GPR55 LPI antagonism: 14%

Later entries:
Results follow in this order: Large T inhibition	NTR1 agonist	NTR1 agonist cell count 20 µM	T cell modulator	T cell modulator vesicle-bound %	Rac1 GTP hydrolysis	Lipid droplet	Lipid droplet cells 6.5 µM	GPR35 arrestin U2OS	LYP phosphatase	GPR55 beta-arrestin	GPR55 LPI antagonism
- Cc1ccc2c(c1)C(=O)CCN2
  17%	2.3	47	i	25	2%	4	779	0%	-2%	-0.2%	5%
- Cc1nn(CC(=O)Nc2cccc(Cl)c2)c(=O)c2cc(-c3ccccc3)nn12
  8%	4.6	61	i	13	1%	-21	610	9%	-8%	0.4%	4%
- CCc1ccccc1NC(=O)NNS(=O)(=O)c1cc(C)ccc1C
  16%	0.9	52	i	11	12%	8	930	-4%	-8%	0.0%	8%
- O=c1oc(-c2ccc(Br)o2)nc2ccccc12
  8%	2.7	58	i	33	5%	1	762	6%	0%	0.1%	-12%
- Cc1cc2c(NCC(C)O)ncnc2s1 (centres undefined)
  23%	0.0	70	i	33	8%	.	.	.	.	.	.
- COc1ccc(C(=O)NC(=S)NC2CCCCC2)cc1
  6%	7.9	58	i	64	3%	-6	677	10%	-4%	0.4%	-9%
- Cc1ccc2nc(SCC(=O)Nc3cc(C)on3)[nH]c2c1
  0%	0.9	46	i	48	13%	11	590	-5%	2%	-0.2%	0%
- Cc1cc(C)nc(N2CCCC(C(=O)Nc3nnc(C(C)(C)C)s3)C2)n1 (centres undefined)
  8%	0.5	34	i	26	5%	-24	716	-10%	-2%	0.2%	5%
- C=CCNc1ccc(N2C(=O)C3CCC(C)CC3C2=O)cc1[N+](=O)[O-] (centres undefined)
  5%	0.7	48	i	37	.	-8	696	-13%	-1%	-0.5%	8%
- CCOC(=O)COc1ccc(-c2nnc(-c3ccccc3)o2)cc1
  8%	2.9	89	i	34	5%	7	759	7%	-4%	-0.1%	-7%
- CCS(=O)(=O)c1ccc(N=Nc2ccc(O)c3ncccc23)c(OC)c1
  13%	2.4	91	.	.	8%	-3	773	3%	0%	0.2%	-4%
- O=c1c(-c2ccc(Br)cc2)[n+]([O-])c2ccccc2n1OCc1ccccc1
  11%	0.6	51	i	45	0%	-34	654	6%	-3%	-0.1%	-6%
- O=C(NCc1nc2ccccc2[nH]1)c1ccc(Cl)c(S(=O)(=O)N2CCCC2)c1
  9%	-0.3	46	i	22	12%	-27	665	-14%	-3%	0.4%	11%
- CC1=C(C(=O)Nc2ccccc2C(=O)N2CCCCC2)SCCO1
  9%	1.3	51	i	47	11%	0	725	-6%	-8%	-0.1%	7%
- COCP(=O)(c1ccccc1)c1ccccc1
  3%	-1.4	42	i	26	-3%	14	808	5%	-15%	-0.1%	-4%
- O=C(CNS(=O)(=O)c1ccc(F)cc1)Nc1ccccc1
  6%	0.7	65	i	65	2%	-1	823	-3%	-4%	-0.1%	9%
- CCOc1ccccc1N=Cc1c(O)n(C)c(=O)n(C)c1=O
  .	0.2	92	.	.	7%	1	788	-14%	-10%	-0.1%	12%
- CC(/C=C/c1ccco1)=N/NC(=O)Cc1cccs1
  18%	-1.2	72	i	20	18%	.	.	0%	1%	0.0%	7%
- CC(C)C[C@H]1CN=C(Nc2ccccc2)N1CCCCc1ccccc1
  14%	9.3	52	i	19	2%	-5	733	-8%	-14%	-0.2%	10%
- CCC(CO)NC(=O)c1ccc(-c2nn(C)c(=O)c3ccccc23)cc1 (centres undefined)
  18%	1.5	68	i	21	5%	3	777	5%	-5%	-0.1%	5%
- O=Cc1cc(CCC(=O)O)ccc1O
  2%	3.0	88	i	45	12%	0	800	9%	-8%	0.9%	-5%
- COc1ccccc1N(C(=O)c1ccco1)C(C(=O)NC1CCCC1)c1cccs1 (centres undefined)
  3%	1.3	42	i	13	3%	-8	844	-15%	-11%	-0.2%	-5%
- Cc1c(O)ccc(C(=O)CN2CCN(c3ccc(F)cc3)CC2)c1O
  8%	1.9	62	i	40	4%	-6	713	13%	-16%	0.6%	-2%

In the list so far, these have an aryl methoxy group:
Results follow in this order: Large T inhibition	NTR1 agonist	NTR1 agonist cell count 20 µM	T cell modulator	T cell modulator vesicle-bound %	Rac1 GTP hydrolysis	Lipid droplet	Lipid droplet cells 6.5 µM	GPR35 arrestin U2OS	LYP phosphatase	GPR55 beta-arrestin	GPR55 LPI antagonism
- CCOc1ncccc1C(=O)NNC(=O)c1cccc(S(=O)(=O)Nc2ccccc2OC)c1
  15%	-1.0	58	i	40	4%	.	.	.	.	.	.
- COc1ccsc1C(=O)N1CCN(Cc2ccc3c(c2)OCO3)CC1
  6%	-5.5	80	i	22	2%	17	816	-22%	-6%	-0.2%	15%
- COc1ccc(NC(=O)C2CCN(S(=O)(=O)c3ccccc3)CC2)cc1
  3%	0.0	65	i	16	-6%	-8	813	6%	-6%	-0.1%	-2%
- COc1ccc(C(=O)NC(=S)NC2CCCCC2)cc1
  6%	7.9	58	i	64	3%	-6	677	10%	-4%	0.4%	-9%
- CCS(=O)(=O)c1ccc(N=Nc2ccc(O)c3ncccc23)c(OC)c1
  13%	2.4	91	.	.	8%	-3	773	3%	0%	0.2%	-4%
- COc1ccccc1N(C(=O)c1ccco1)C(C(=O)NC1CCCC1)c1cccs1 (centres undefined)
  3%	1.3	42	i	13	3%	-8	844	-15%	-11%	-0.2%	-5%
